# Screens (PubChem BioAssay)
# PGE2 EP2 inh: blocks the human prostaglandin E2 receptor EP2; P43116; C6 glioma cells expressing human EP2, cAMP TR-FRET; cells stimulated with saturating PGE2; inhibition, % at 25 µM; 260,000 tested, 0.52% active; AID 1422;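 active = percent inhibition above 40 after rounding to a whole number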;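 also: rat C6 glioma host cells with rolipram phosphodiesterase inhibitor present; the protocol text gives 20 µM as final concentration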
# Target sequence (P43116 whole entry, looked up): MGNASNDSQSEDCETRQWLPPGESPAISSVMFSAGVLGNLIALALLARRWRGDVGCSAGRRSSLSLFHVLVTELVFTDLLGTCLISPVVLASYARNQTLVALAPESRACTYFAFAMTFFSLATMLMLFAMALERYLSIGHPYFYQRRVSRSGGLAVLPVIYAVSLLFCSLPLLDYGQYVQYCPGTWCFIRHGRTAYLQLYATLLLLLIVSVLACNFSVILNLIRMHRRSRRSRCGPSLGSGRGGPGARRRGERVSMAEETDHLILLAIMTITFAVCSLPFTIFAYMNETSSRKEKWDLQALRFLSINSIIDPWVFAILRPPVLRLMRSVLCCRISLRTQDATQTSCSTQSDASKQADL
# * hit, by the source's call.
molecule	PGE2 EP2 inh
COc1ccc(NC(=S)N(Cc2ccco2)Cc2cc3ccc(C)cc3[nH]c2=O)cc1	5.3
CN(C)c1ncc(CN2CCC(O)(c3ccc(F)cc3)CC2)cn1	4.5
CC1CCCCN1C(=O)CSc1nc(Cc2ccccc2)nc2ccccc12 (configuration not stated)	15.3
CC(NC(=O)Cc1cccc(Cl)c1)c1nc2cccnc2n1C(C)C (configuration not stated)	3.0
COc1ccc(-c2c(O)c3c(OC)c4c(cc3oc2=O)OC(C)(C)C=C4)cc1	13.3
Cc1cc(NC(=O)CSc2ncnc3sc4c(c23)CCCC4)no1	14.2
COc1ccc(N2CCN(CC(O)c3ccc4c(c3)CC(C)O4)CC2)cc1 (configuration not stated)	5.8
COc1cccc2cc(-c3nnc(SCC(=O)Nc4ccc(F)cc4)n3C)oc12	9.1
O=C(NCc1ccc(OC(F)(F)F)cc1)c1ccc2c(c1)S(=O)(=O)c1ccccc1C2=O	7.0
CCOc1cc(C2/C(=C(/O)c3ccc(OC)c(OC)c3)C(=O)C(=O)N2C)ccc1O (configuration not stated)	5.6
COc1ccc(C(C(=O)NC2CCCC2)N(C(=O)Cc2cccs2)C2CC2)cc1 (configuration not stated)	15.6
O=C(O)/C=C(\CC(=O)O)C(=O)O	8.4
CCOCCCNC(=O)CSc1ccc(-c2ccc(F)cc2)nn1	6.5
CCOC(=O)c1c(NC(=O)CSc2nnc(C)c(C)n2)sc2c1CCCC2	7.4
CC(=O)N[C@@H](Cc1c[nH]c2ccccc12)C(=O)O	9.1
Cc1cc(Cl)ccc1Nc1sc(C(=O)c2cc3cc(Cl)ccc3o2)c(N)c1C#N	50.5*
COc1ccc(NC(=O)CN2CCC3(CC2)CC(=O)c2cc(C)ccc2O3)cc1	14.2
CCN(CC)C(=O)Cn1nc2c(C)cc3ccccc3n2c1=O	8.2
CCC(c1nnnn1C(C)(C)C)N(Cc1ccc(OC)cc1)Cc1cc2cc(C)ccc2[nH]c1=O (configuration not stated)	14.4
COc1ccc(N2CC(C(=O)OCC(=O)Nc3ccc(C)cc3)CC2=O)cc1 (configuration not stated)	7.3
CCn1c(SCC(=O)Nc2nc(C)cs2)nnc1-c1ccc(C)cc1	12.7
O=C(Nc1ccc(F)cc1)c1nc[nH]c1C(=O)O	15.2
CCC(C(=O)NC1CCCC1)N(Cc1ccccc1)C(=O)c1snc(C(N)=O)c1N (configuration not stated)	7.8
COc1ccc(-c2nc3cnccn3c2NCC2CCCO2)c(OC)c1 (configuration not stated)	6.2
CCOC(=O)C1=C(C)NC2=C(C(=O)CC(C)(C)C2)C1c1ccncc1 (configuration not stated)	12.9
COC(=O)c1c(NC(=O)c2ccc3c(c2)OCO3)sc(C(=O)NC2CCCCC2)c1C	12.8
O=C(CN1N=C(c2ccccc2)Cn2c(cc3sccc32)C1=O)NC1CCC1	3.5
Cc1nn(C(C)C)c(C)c1CN1CCC(O)(c2ccc3c(c2)OCO3)CC1	7.1
CCSc1ccccc1C(=O)Nc1nnc(CC)s1	10.8
C=C(C)Cn1c(N2CCN(CCO)CC2)nc2c1c(=O)n(C)c(=O)n2C	12.2

# Other structures
molecule	PGE2 EP2 inh
C=CCNC(=O)c1ccc2c3n(nc2c1)-c1ccc(Cl)cc1CO3	10.4
COc1ccccc1N1CC(C(=O)OCC(=O)c2ccc(C)cc2)CC1=O (configuration not stated)	8.5
CCc1cccc(C)c1NC(=O)CN1C(=O)C(C)(C)Oc2ccc(C(=O)NC(C)C)cc21	7.8
COc1ccccc1C(=O)Nc1ccc(N2CCN(C(=O)C(C)C)CC2)cc1	12.7
CCCn1nnc(NC(=O)COc2cccc3ccccc23)n1	4.1
CCOc1ccc(N(CC(=O)N2CCCCC2)S(=O)(=O)c2ccc(F)cc2)cc1	5.8
Cc1cc2cc(CN(CCCO)S(=O)(=O)c3ccc(C)c(Cl)c3)c(=O)[nH]c2cc1C	17.9
Cc1sc2nc(C)n3c(=O)n(CC(=O)N4CCCCC4)nc3c2c1C	8.4
CC(C)C(c1nnnn1C(C)(C)C)N1CCC(C(N)=O)CC1 (configuration not stated)	7.9
Cc1ccc2cc(CN(CC3CCCO3)C(=S)Nc3ccc(F)cc3)c(=O)[nH]c2c1 (configuration not stated)	14.7
CCn1c[n+](CC(O)COc2ccc(C(C)=O)cc2)c2cc(C)c(C)cc21 (configuration not stated)	8.7
OC(CN1CCC(O)(c2ccccc2F)CC1)c1ccc2ccccc2c1 (configuration not stated)	7.4
C=C1CCN([C@@H](CC(C)C)C(=O)Nc2ccc(OC)cc2)S(=O)(=O)c2ccccc21	16.0
COc1ccc(OC)c(NC(=O)CSc2nc(-c3ccccc3)cc(C(F)(F)F)n2)c1	17.5
Nc1cc(-c2cccs2)nn(CC(=O)N2CCN(c3ccccc3F)CC2)c1=O	5.9
Cc1cc(C)c2[nH]c(=O)c(CN(CCCO)Cc3nnnn3C3CCCCC3)cc2c1	7.1
COc1ccc2[nH]c(C)c(C(=O)O)c2c1	6.8
O=C(NC1CCN(C(=O)Nc2ccccc2Cl)CC1)c1ccco1	7.6
CCn1c(=O)oc2cc(S(=O)(=O)N3CCCN(C(C)=O)CC3)ccc21	4.1
CC(C(=O)NC1CCCC1)N(Cc1cccs1)C(=O)Cn1nnc(-c2ccc(F)cc2)n1 (configuration not stated)	7.5
COc1c(O)cccc1[C@H](O)C1CCN(CCc2ccc(F)cc2)CC1	9.0
COc1cccc(NC(=O)c2cn3ccc(C)cc3n2)c1	10.8
COc1ccc(Cn2nnnc2C(c2cc3ccc(C)cc3[nH]c2=O)N2CCCCCC2)cc1 (configuration not stated)	15.2
CS(=O)(=O)N(CC(=O)NCc1ccc2c(c1)OCO2)c1cccc(Cl)c1Cl	6.5
COc1ccc(/C=C\c2nc(O)c([N+](=O)[O-])c(=O)[nH]2)cc1OC	9.8
CCc1ccc(N(CC(=O)N2CCC(C(N)=O)CC2)S(C)(=O)=O)cc1	2.2
COc1ccc(NC(=O)CSc2nc3c(cc2C#N)CN(C)CC3)cc1OC	7.8
CCC(CC)C(=O)Nc1cccc(C(=O)Nc2nnc(C(F)(F)F)s2)c1	18.7
O=C(CCC1CCCC1)N1CCC(c2nc3c(nnn3Cc3ccc(F)cc3)c(=O)[nH]2)CC1	9.6
Cn1c2ccccc2n2c(=O)n(CC(=O)N3CCOCC3)nc12	14.6

# The results go on:
molecule	PGE2 EP2 inh
O=C(COc1ccc(Cl)cc1)Nc1nc2ccc(F)cc2s1	8.9
CCOC(=O)c1ccc(S(=O)(=O)N2CCCCC2)cc1	3.7
CC(=O)Nc1ccc(Cl)c(NC(=O)c2cccs2)c1	16.9
O=C(CSc1nnc2c3c4c(sc3nc(C3CC3)n12)CCCC4)c1ccc2c(c1)OCCO2	14.0
C[N+](C)(C)CC(=O)N/N=C/c1c(O)ccc2ccccc12	13.3
CCc1cc2c(=O)c(-c3nc4ccccc4[nH]3)c(CCC(=O)O)oc2cc1O	0.7
Cc1cc(OCc2nnc(SCC(=O)O)n2C)ccc1Cl	6.5
O=C(CSc1nnnn1C1CCCCC1)c1ccc(F)cc1	5.2
C[C@H](NC(CCc1ccccc1)C(=O)O)C(=O)N1CCC[C@H]1C(=O)O (some centres not stated)	12.1
CCNC(=S)N(Cc1cc2cc3c(cc2[nH]c1=O)OCCO3)CC1CCCO1 (configuration not stated)	11.9
CCOC(=O)C(NC(=O)c1cc(-c2ccc(OC)c(OC)c2)oc1C)C(C)C (configuration not stated)	7.6
CCc1c(C)nc2c(C)c(-c3ccccc3)[nH]n2c1=O	16.9
Cc1cccc(C(=O)Nc2nnc(C(C)(C)C)s2)c1	12.0
Cc1cc(C(F)F)nc(SCCCNC(=O)/C=C/c2ccc([N+](=O)[O-])o2)n1	13.3
CCc1nnc(NC(=O)CSc2nnc(COc3ccc(OC)cc3)n2CC)s1	15.9
COC(=O)c1c(NC(=O)c2ccc(OC)c(OC)c2)sc(C(=O)Nc2ccc(F)cc2)c1C	8.5
COc1ccc(C(c2nnnn2Cc2ccc(F)cc2)N2CCN(C3CCCC3)CC2)cc1OC (configuration not stated)	12.8
CCOc1ccc2[nH]c(=O)c(-c3nc4ccc(Cl)cn4c3NCCOC)cc2c1	25.2
COc1ccc(OCc2nnc(SCC(=O)Nc3cccc(C(F)(F)F)c3)o2)cc1	14.2
CCCC(=O)Nc1nnc(-c2ccc(F)cc2)s1	9.3
COCCn1c(SCC(=O)NNC(=O)C(C)C)nnc1-c1ccco1	9.0
COc1ccc(Cn2nnnc2C(c2cc3cc(C)ccc3[nH]c2=O)N2CCC(O)CC2)cc1 (configuration not stated)	12.0
CCCn1c(=O)c(C(=O)NCCc2ccc(OC)cc2)c(O)c2ccccc21	9.0
COc1ccc(CCN2C(=O)C(O)=C(C(C)=O)C2c2ccccc2)cc1OC (configuration not stated)	12.9
Cc1cc(C)c2[nH]c(=O)c(CN(CCCO)C(=O)N3CCOCC3)cc2c1	9.1
CCc1ccc(-c2csc3ncn(C(C)C(=O)O)c(=O)c23)cc1 (configuration not stated)	8.9
COc1ccc(S(=O)(=O)N2CCCC(C)C2)c(C)c1C (configuration not stated)	10.9
O=C(CCSc1nc(-c2ccc3c(c2)OCO3)cc(C(F)(F)F)n1)N1CCSCC1	11.3
CCOC(=O)c1cccc(NC(=O)CSc2nncn2-c2ccccn2)c1	13.8
CNC(=S)N(Cc1cccnc1)Cc1cc2cc3c(cc2[nH]c1=O)OCCO3	17.2

# Other records:
molecule	PGE2 EP2 inh
COC(=O)C1=C(C)NC2=C(C(=O)CC(c3ccc(OC)c(OC)c3)C2)C1c1cccs1 (configuration not stated)	8.5
COCCn1c(SC(C)C(=O)OC)nc2c1c(=O)[nH]c(=O)n2C (configuration not stated)	4.2
CC(CNC(=O)C1CCN(c2nc3ccccc3n2C)CC1)c1ccccc1 (configuration not stated)	6.5
N#Cc1c(N)sc2c1CCOC2	6.9
Cc1cc2ccccc2n2c(=O)n(CCNC(=O)c3ccnn3C(C)C)nc12	0.8
COc1cc(CC(=O)Nc2nc3c(s2)CCc2c-3cnn2C)cc(OC)c1OC	8.5
CCN(CC)C(=O)C1CCN(Cc2ccc(C)cc2)CC1	9.6
CCn1nnc(NC(=O)c2cc(OC)c(OC)c(OC)c2)n1	3.3
CC(CCC(=O)Nc1nccs1)C(=O)O (configuration not stated)	9.9
O=C(NCCNC1CCCCC1)c1ccco1	12.9
CCN1CC=C2C(C#N)=C(N)C(C#N)(C#N)C(c3cccc(Cl)c3)C2C1 (configuration not stated)	15.7
O=C(N[C@@H](Cc1ccc(O)cc1)C(=O)O)c1ccncc1	15.8
O=C(Nc1cccc(Cl)c1)C1=CC(=O)N2CCN=C2S1	12.2
COc1ccc(NC(=O)CSc2nc3cc(OC)ccc3cc2C#N)c(OC)c1	4.1
COc1ccc(-c2ccc(-c3nnn(CC(=O)Nc4ccccc4Br)n3)cc2)cc1	6.5
Clc1ccc(C2(CN3CCN(CC4CCCO4)CC3)CC2)cc1 (configuration not stated)	2.2
Cc1ccc(NC(=O)c2cccs2)cc1NC(=O)COc1ccc(Br)cc1	7.1
CCN(CC)CCN(Cc1cc2cc3c(cc2[nH]c1=O)OCO3)C(=S)NCCCOC	6.4
CS(=O)(=O)N(CC(=O)NCc1ccco1)C1CCCCC1	7.5
CCC(=O)N1CCCc2cc(C(O)CN3CCC(C(F)(F)F)CC3)ccc21 (configuration not stated)	3.3
O=C(O)CCNc1ncnc2nc[nH]c12	6.3
COc1ccc(CCNC(=O)C2CCN(C(=O)c3ccc(Cl)cc3)CC2)cc1OC	11.1
CCOC(=O)c1c(NC(=O)CSc2nnc(C)n2-c2ccccc2)sc(C(C)=O)c1C	11.2
CC(C)N1CCN(Cc2nc3ccccc3c(=O)[nH]2)CC1	8.0
CCn1c(SCC(=O)N2CCc3ccccc3C2)nnc1C1CC1	9.7
Cc1cc(C)nc(N2CCC(C(=O)NNC(=O)COc3cccc4ccccc34)CC2)n1	2.1
COCCn1c(N2CCCC2)nc2c1c(=O)n(C)c(=O)n2C	7.4
Cc1cnc(C(=O)NC(C)c2nc(-c3ccc(Cl)cc3)n[nH]2)cn1 (configuration not stated)	8.6
CC1CC(C)CN(C(=O)Cn2nc(-c3ccoc3)oc2=O)C1 (configuration not stated)	5.7
COc1ccccc1NC(=O)NC1CCS(=O)(=O)C1 (configuration not stated)	6.9

# Later entries.
molecule	PGE2 EP2 inh
NC(=O)C1CCN(C(=O)CSc2nc(O)cc(=O)[nH]2)CC1	3.1
Cc1ccc(Cn2c(C(C)Nc3nc(-c4ccc(F)cc4)cs3)nc3cc(Cl)c(Cl)cc32)cc1 (configuration not stated)	11.6
COc1ccc(-n2c(COc3cccc4ccccc34)nnc2SCC(=O)O)cc1	9.0
COc1ccc2[nH]c(=O)c(CN(C3CCCCC3)C(c3nnnn3C3CCCC3)C(C)C)cc2c1 (configuration not stated)	17.7
COc1ccccc1-c1cccc(CNc2ccc3c(c2)oc(=O)n3C)c1	7.2
Cc1nn(-c2ccccc2)c2sc(C(=O)Nc3nc4c(s3)C(=O)CC(C)(C)C4)cc12	25.0
COc1cccc(C2(NC(=O)c3cc(-c4c(C)nn(C)c4C)n[nH]3)CCCC2)c1	6.8

# This is a subset, so the mix of outcomes need not match the whole.
